ABCB6 inh MLPCN: inhibitors of human ABC transporter ABCB6; K562-ABCB6 porphyrin accumulation, flow cytometry, 1 h; stronger effect = lower value; 360,000 compounds, 0.19% hits; fluorescence ratio to DMSO, % at 10 µM;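 active = fluorescence ratio to DMSO below 75%, the collection mean minus 3 SD; inconclusive = too few cells collected in the well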;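 note: signal is porphyrin accumulated inside mitochondria; 100% equals median channel fluorescence of DMSO control wells; lower ratio means ABCB6 inhibition with less porphyrin fluorescence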
Target sequence (Q9NP58 whole entry, looked up): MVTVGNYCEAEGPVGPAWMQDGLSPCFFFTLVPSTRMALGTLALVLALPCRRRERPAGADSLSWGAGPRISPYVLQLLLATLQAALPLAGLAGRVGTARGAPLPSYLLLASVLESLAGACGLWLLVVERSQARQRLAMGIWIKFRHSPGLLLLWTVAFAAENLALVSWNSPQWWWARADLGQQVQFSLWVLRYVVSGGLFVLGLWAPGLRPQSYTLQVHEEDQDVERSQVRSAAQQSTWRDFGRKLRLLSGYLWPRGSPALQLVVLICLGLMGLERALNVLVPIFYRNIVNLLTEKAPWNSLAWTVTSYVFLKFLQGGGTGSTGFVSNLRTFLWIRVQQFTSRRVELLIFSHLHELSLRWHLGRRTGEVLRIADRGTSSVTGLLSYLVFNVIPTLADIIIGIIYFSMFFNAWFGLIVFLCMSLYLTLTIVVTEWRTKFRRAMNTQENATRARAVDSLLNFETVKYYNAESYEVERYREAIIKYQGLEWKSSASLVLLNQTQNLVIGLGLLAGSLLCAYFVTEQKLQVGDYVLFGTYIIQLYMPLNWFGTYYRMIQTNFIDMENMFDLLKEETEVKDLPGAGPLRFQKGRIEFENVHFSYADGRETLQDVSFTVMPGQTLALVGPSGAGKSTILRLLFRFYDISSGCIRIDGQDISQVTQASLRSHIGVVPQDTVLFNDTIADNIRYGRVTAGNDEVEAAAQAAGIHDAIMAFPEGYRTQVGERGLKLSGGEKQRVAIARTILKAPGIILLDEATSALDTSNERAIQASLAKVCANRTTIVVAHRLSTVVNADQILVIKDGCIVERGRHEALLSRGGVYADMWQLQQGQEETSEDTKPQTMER
aDG glyco act: alpha-DG glycosylation activation. activation, % at 10 µM. 360,000 compounds, 0.22% hits. Pro5-aDG cells, alpha-DG glycosylation AlphaScreen (IIH6); 0% Pro5, 100% B10-LARGE cell signal. AID 624168;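 active = activation of at least 8% versus controls, or a plate z-score of at least 8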;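 note: Pro5 are CHO cells carrying HIG-tagged alpha-DG that lacks glycosylation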
ABHD5 PLIN5 PPI: blocks binding of human ABHD5 to perilipin-5. Q00G26+Q8WTS1. Split G. princeps luciferase complementation, luminescence, 4 h. inhibition, % at 4 µM. 360,000 compounds, 0.78% hits. AID 602281;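 active = inhibition above the mean inhibition across every tested compound plus 3 SD, cut at about 22% in these data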;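 note: 0% = DMSO only wells and the 100% control is not disclosed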
TLR9-MyD88 inh: blocks human TLR9 binding to MyD88. Q9NR96+Q99836. CHO BLA complementation TLR9-MyD88, CCF4 FRET ratio. inhibition, % at 4.98 µM. 340,000 compounds, 0.21% hits. AID 504734;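 active = inhibition above the mean over all tested compounds plus 3 SD, cut at about 21% in these data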;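 note: 0% = DMSO only wells and 100% = clavulanate BLA inhibitor control wells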
Exocytosis inh: lytic granule exocytosis inhibition. TALL-104 LAMP-1 surface exposure, flow cytometry; cells stimulated with thapsigargin and PMA. inhibition, % at 10 µM. 360,000 compounds, 0.66% hits. AID 651702;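 active = inhibition above about 55%, limit read from the data; inconclusive = no clear call, values can overlap the other calls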
Vif inh: blocks HIV Vif function; HEK293T cells, Vif self-association by quenched fluorescence, imaging, 24 h; inhibition, % at 7.49 µM; 340,000 compounds, 0.35% hits; AID 602346; in the data active = inhibition above about 50%, passing the limit was not always enough; inconclusive = no clear call, values can overlap the other calls; inactive = below about 31%; note: some results filed as inactive read as strong as hits
NOD2-RIPK2 inh: inhibitors of human NOD2-RIPK2 interaction; 360,000 compounds, 0.38% hits; AID 624267; CHO BLA complementation NOD2-RIPK2, CCF4 ratio; O43353; inhibition, % at 4.98 µM; in the data active = inhibition above about 21%;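 note: 0% = vehicle only and 100% = reference blocker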
Glyco luc inh: N-linked glycosylation inhibition. D54 ERlucT glycosylation luciferase reporter, 24 h; percent of 100 nM tunicamycin response. reporter increase, % at 12.5 µM. 360,000 compounds, 0.23% hits;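 active = mean luciferase reporter signal, scaled so untreated is 0 and the glycosylation-blocking control 100, at or above a set limit in every replicate; inconclusive = mean reaches the limit but not every replicate does; inactive = mean below the limit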;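 note: luciferase carries N-glycosylation sites so blocking glycosylation raises the light; 0% = median of neutral control wells and 100% = median of 100 nM tunicamycin wells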
MC4R antag cAMP: blocks human MC4R cAMP signaling; MC4R-expressing cells, MTII-stimulated cAMP, LANCE TR-FRET; inhibition, % at 6.5 µM; 360,000 compounds, 0.48% hits; AID 540295;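 active = inhibition above its plate's cutoff, the mean of tested wells on that plate plus 3 SD, cut at about 29% in these data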;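 note: 0% = Melanotan II alone and 100% = Melanotan II plus saturating MCL0020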
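System: U2OS-MC4R stable cell line; Technique: Eu-cAMP/anti-cAMP TR-FRET, emission 671 nm; Repeats: single well per compound; Also added: Melanotan II; Dosing: one concentration, 6.5 µM nominal; Schedule: 30-min compound, 1-h challenge, 1-h detection, room temperature.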
MC4R ag barr: human MC4R agonism via beta-arrestin; P32245; U2OS MC4R beta-arrestin complementation, luminescence; percent of melanotan II response, DMSO zero; activation, % at 8.9 µM; 360,000 compounds, 0.98% hits; AID 540308;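 active = activation above a per-plate cutoff, the mean activation of sample wells on that plate plus 3 SD, cut at about 8% in these data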
* = called active by the depositor; ? = inconclusive; . = no result given; & = joins results of further samples.

SMILES	ABCB6 inh MLPCN	aDG glyco act	ABHD5 PLIN5 PPI	TLR9-MyD88 inh	Exocytosis inh	Vif inh	NOD2-RIPK2 inh	Glyco luc inh	MC4R antag cAMP	MC4R ag barr
CCOC(=O)CN=C/C(C(=O)Nc1nccs1)=C(/C)O	103.0	0.0	-3.9	-8.3	-5.1	-0.9	-6.2	1.6	6.3	3.0
COC(=O)C1(C(=O)OC)c2cc3c(cc2CN(S(=O)(=O)c2ccc(C)cc2)C1CC(C)=O)OCO3 (configuration not stated)	.	0.7	-5.0	.	-6.1	.	-4.9	.	.	.
COc1cccc(C(=O)Nc2nc3c(c(=O)[nH]2)CCCC3)c1	90.0	0.2	-2.1	6.6	1.9	-0.8	-7.3	2.6	5.0	0.2
COc1cccc(NC(=O)C2CCN(c3cnccn3)CC2)c1	98.0	0.0	-0.3	-3.2	-1.0	2.0	9.0	0.3	24.5	-0.2
Cc1ccc(S(=O)(=O)N2[C@H](c3cccc(Cl)c3)CC(=O)[C@@H]3CN(S(=O)(=O)c4ccccc4C)[C@H](c4ccc(Cl)cc4)C[C@@H]32)cc1	101.0	0.6	-6.8	-3.2	-3.9	.	-4.1	-15.5	0.8	0.0
CN(Cc1ccccc1)C(=O)C1CCCN(Cc2cccc(Cl)c2)C1 (configuration not stated)	95.0&98.0	-0.1&0.0	5.8&-3.8	2.6	-3.6&-3.0	1.3	-4.6&9.8	-1.2&0.3	3.6&18.6	-1.4&-0.5
O=[N+]([O-])c1ccc(Cl)c(-c2ccc(/C=N/c3c(-c4ccco4)nc4ccccn34)o2)c1	160.0	0.1	3.2	-7.4	0.1	4.1	-8.3	-0.9	6.5	2.1
O=[N+]([O-])c1cc(-n2cccc2)ccc1N1CCOCC1	97.0	0.0	-1.9	-2.5	-0.4	0.7	-3.0	0.8	6.9	-2.0
CCC(C)Sc1ccc([C@H]2N[C@@](C)(C(=O)OC)[C@H]3C(=O)N(C)C(=O)[C@@H]23)cc1OC (some centres not stated)	97.0	0.3	1.6	-1.2	-4.9	-6.1	-0.4	0.5	2.5	0.2
CN(CC(=O)Nc1ccc(Cl)c(C(F)(F)F)c1)C(=O)CCNC(=O)c1ccco1	100.0	-0.2	-4.5	-2.7	-2.9	-3.4	-13.2	0.9	19.5	-0.1
O=C(CC1C(=O)NCCN1C(=O)c1ccc(Cl)cc1)Nc1ccc(F)cc1 (configuration not stated)	100.0	0.3	1.6	2.2	10.2	.	-4.8	.	-1.7	0.1
O=C(Nc1ccccc1)C1CC(=O)N(Cc2ccccc2)C1 (configuration not stated)	96.0	0.6	3.1	-3.2	0.0	-5.1	-9.1	-0.6	0.7	-3.7
Cc1ccccc1S(=O)(=O)Nc1ncnc2ccccc12	163.0	0.1	-7.3	-3.2	-6.8	4.9	1.6	0.1	-3.8	-1.9
CCCCC(=O)NC1(C(F)(F)F)NC(=O)N(C)C1=O (configuration not stated)	101.0	0.0	-3.1	0.9	-0.5	-1.6	-82.0	0.3	5.4	-0.6
COC(=O)c1ccc(COc2ccc(/C=N/O)cc2OC)o1	86.0	0.9	0.1	1.5	-1.1	4.3	0.5	0.0	-14.2	-2.7
COc1ccc(NC(=O)CC2(CC(=O)O)CCCC2)cn1	93.0	-0.4	7.2	10.2	3.1	5.4	-6.9	0.6	0.5	0.2
CCOC(=O)C1=CCN(S(=O)(=O)c2ccccc2F)C1c1ccc(Cl)cc1 (configuration not stated)	101.0	-0.2	2.1	.	-3.5	.	-9.9	2.8	.	.
Cc1cccc(C(=O)Oc2ccccc2C2C[C@]3(C)CC(=O)NC3N2C(=O)c2cccc(C)c2)c1 (some centres not stated)	89.0	0.3	3.5	-5.6	-1.0	-7.9	6.4	5.0	4.4	-1.1
CC(=O)N1CCC(C(=O)Nc2nc(-c3ccccc3)ns2)CC1	88.0	0.1	-1.4	7.5	-0.7	-4.1	-1.2	3.1	6.8	0.0
COc1ccc(C(=O)c2ccccc2)cc1	108.0	-0.1	5.2	-5.2	5.1	-3.9	3.4	-1.3	-5.8	0.8
COC(=O)CN(c1ccc(C)c(Cl)c1)S(C)(=O)=O	101.0	-0.2	-2.6	5.7	0.3	20.0	3.0	1.5	-2.8	0.1
CCCC(=O)Nc1nc2ccc3nc(C)sc3c2s1	95.0	0.1	4.7	-7.0	1.3	25.9	-11.8	2.0	-1.3	-2.8
O=C(c1ccccc1C(=O)N(c1ccccc1)c1ccccc1)N1CCCCC1	109.0	0.0	7.2	-10.6	0.8	-3.1	0.0	-1.2	14.9	1.0
CCC(C)(C)NC(=O)C(c1ccc(C)cc1)N(Cc1ccco1)C(=O)CCC(=O)Nc1nccs1 (configuration not stated)	104.0	-0.1	6.3	8.7	0.7	-1.4	-1.0	2.1	-0.9	-0.7
Cc1[nH]c(=O)[nH]c(=O)c1S(=O)(=O)N(C)Cc1ccccc1	100.0	-0.2	-4.7	-8.2	0.9	-3.9	-6.8	1.4	-1.0	-1.2

Three entries drawn at random from those above:
SMILES	ABCB6 inh MLPCN	aDG glyco act	ABHD5 PLIN5 PPI	TLR9-MyD88 inh	Exocytosis inh	Vif inh	NOD2-RIPK2 inh	Glyco luc inh	MC4R antag cAMP	MC4R ag barr
CCCC(=O)Nc1nc2ccc3nc(C)sc3c2s1	95.0	0.1	4.7	-7.0	1.3	25.9	-11.8	2.0	-1.3	-2.8
COc1cccc(C(=O)Nc2nc3c(c(=O)[nH]2)CCCC3)c1	90.0	0.2	-2.1	6.6	1.9	-0.8	-7.3	2.6	5.0	0.2
COc1ccc(NC(=O)CC2(CC(=O)O)CCCC2)cn1	93.0	-0.4	7.2	10.2	3.1	5.4	-6.9	0.6	0.5	0.2

The results go on.
SMILES	ABCB6 inh MLPCN	aDG glyco act	ABHD5 PLIN5 PPI	TLR9-MyD88 inh	Exocytosis inh	Vif inh	NOD2-RIPK2 inh	Glyco luc inh	MC4R antag cAMP	MC4R ag barr
COc1cc(NC(=O)C2CCCN(S(=O)(=O)c3ccc4c(c3)CCCN4C(C)=O)C2)cc(OC)c1 (configuration not stated)	100.0	-0.6	13.3	-18.1	-0.1	3.8	-11.3	0.5	5.8	0.9
Cc1ccc(CNC(=O)[C@@H](NC(=O)C2CCN(C(=O)[C@@H]3CCCN3)CC2)C(C)C)cc1	97.0	-0.3	4.1	-13.2	-6.3	-4.1	5.1	-0.2	6.0	-0.4
Fc1ccc(Cn2nnnc2CN2CCc3ccccc3C2)cc1	94.0	0.5	10.2	-1.7	-14.2	26.9	-3.6	-2.6	4.6	-0.6
COc1ccc(CCCc2nnc(SCc3nc4ccccc4c(=O)[nH]3)n2C)c(C)c1	99.0	-0.1	3.1	2.7	-1.7	8.0	-13.6	-2.5	13.5	-3.2
Cc1ccc(C(=O)Nc2cccnc2)cc1S(=O)(=O)N1CCCCC1	91.0	-0.3	2.0	9.7	0.2	-3.0	-11.0	2.5	2.6	-0.9
O=C(O)CCCCCNc1nc(-c2ccccc2)nc2ccccc12	110.0	0.0	1.4	-9.7	2.5	-3.9	1.6	0.8	16.9	-0.2
COC(=O)c1ccc(C(=O)NC(=S)Nc2nc3c(s2)CC(C)CC3)cc1 (configuration not stated)	98.0	0.5	-5.7	-7.3	-1.4	-9.4	-1.5	1.4	2.1	-1.7
CC(=O)c1c(C)[nH]c(C(=O)NCCc2ccccc2)c1C	98.0	-0.3	3.0	-1.6	1.1	10.8	-1.1	-5.4	-0.1	-0.8
O=C(COC(=O)Cc1ccccc1F)Nc1ccc(F)cc1F	99.0	-0.3	1.1	-5.7	-2.3	-3.5	8.5	3.3	3.6	-0.5
O=C(Nc1ccccc1Cl)c1ccc2nsnc2c1	101.0	0.1	-4.4	3.4	-1.9	18.6	-3.5	-0.8	5.1	-1.5
O=C(O)CCCC(=O)Nc1nc(-c2ccc(F)cc2)cs1	108.0	-0.1	2.0	-6.5	-0.2	2.2	-5.8	-0.4	6.8	-1.1
Cn1c(=O)c(C(=O)NCc2ccc(Cl)cc2)c(O)c2ccccc21	95.0	0.0	3.0	4.7	6.5	-3.8	7.6	2.7	6.6	0.2
CCCCCCCCc1nc(=S)[nH][nH]1	96.0	0.4	-1.8	-11.8	50.9	-14.5	-8.4	-2.0	0.6	-0.4
CC(=O)c1cccc(NC(=O)CC(C)n2ccnc2)c1 (configuration not stated)	95.0	-0.1	0.0	15.2	-11.3	-9.6	-5.2	-0.1	4.0	-1.1
O=C(NNC(=O)c1cccc(S(=O)(=O)N2CCc3ccccc32)c1)c1ccccc1	96.0	1.0	7.7	-4.9	-3.2	-14.2	3.9	-0.5	-2.1	-0.8
Cc1c(/C(O)=C2\C(=O)C(=O)N(CCN(C)C)C2c2ccco2)cnn1-c1ccccc1 (configuration not stated)	99.0	-0.1	1.7	4.4	-0.3	9.1	-1.9	-2.8	4.5	-0.7
Cc1cc(/C=C2/SC(=O)NC2=O)c(C)n1-c1ccc(N2CCOCC2)cc1	98.0	0.1	-3.4	-3.1	3.2	-8.8	2.1	-3.0	-1.1	2.4
O=C(COC(=O)c1ccc2ccccc2c1O)NCC(F)(F)F	99.0	0.1	4.1	7.5	8.5	-4.8	-2.8	2.1	6.5	-0.9
c1ccc(-c2cc(N3CCOCC3)nc3ccccc23)cc1	100.0	1.3	-1.6	-4.3	1.2	.	0.1	-0.1	3.0	2.6
CC(=O)Oc1ccc([N+](=O)[O-])cc1N1C(=O)c2ccccc2C1=O	104.0	0.0	7.4	-1.7	-4.7	-14.7	-3.8	4.4	-2.8	1.9
COc1cc2[nH]c(O)c(C=O)c2cc1OC	98.0	-0.1	-14.2	-8.6	-3.3	8.6	-11.7	1.2	-8.6	-2.2
COc1ccc(N2C(=NC(=O)C3CC3)SC3CS(=O)(=O)CC32)cc1Cl (configuration not stated)	101.0	-0.4	-1.1	11.3	-0.4	-21.4	-3.7	3.0	4.6	-2.4
C=CCOn1c(=O)c(-c2ccc(Br)cc2)[n+]([O-])c2ccccc21	97.0	-0.1	-5.3	-0.4	-13.4	-4.4	2.2	0.6	-0.5	-0.4
CCOC(=O)CCC(=O)Nc1ncnc2c1C(c1ccccc1)c1c(ccc3ccccc13)O2 (configuration not stated)	100.0	0.2	-10.3	-11.2	-1.9	?	-2.1	-6.1	1.6	0.8
Cc1cccc(CCNC(=O)CC2C(=O)NCCN2Cc2ccc(F)c(F)c2)n1 (configuration not stated)	92.0	-0.2	2.5	1.0	6.3	-2.0	2.2	3.4	0.0	0.9
Cc1cc(C)n2nc(C(=O)OCC(=O)NNC(=O)c3ccccc3)nc2n1	99.0	-0.1	9.5	-7.4	2.8	-1.3	-1.4	1.5	4.2	-0.3
CCCCC(=O)NC(c1ccccc1Cl)c1ccc2cccnc2c1O (configuration not stated)	154.0	-0.1	9.6	-2.0	5.1	8.3	7.3	-9.6	4.0	-2.0
O=C(Oc1ccc2ccc(OC(=O)N3CCOCC3)cc2c1)N1CCOCC1	97.0	0.3	-0.4	-3.3	-1.9	5.4	-11.5	1.5	-2.3	-1.1

Compound activity: PubChem BioAssay, several laboratories

Not all compounds are listed; count on the stated rates, not on these rows.
